Assay outcomes (PubChem BioAssay)
GLP1R cytotox: qHTS of GLP-1 Receptor Inverse Agonists: Cytotox Screen; HEK293 cAMP-luciferase reporter cells, luminescence, 24 h; Potency, µM (doses to about 38.3 µM), for inactives: at the highest dose activity change, negative = inhibition, most hits filed as inhibitors; actives 0.13% (n = 410,000); AID 624418, 2012;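 note: loss of luciferase light is scored as toxicity; % is set by controls: 0 for no effect and ±100 for the full control effect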
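A 23 nL compound transfer followed 12 hours of cell culture at 37 deg C; exposure then lasted 24 hr. Luciferase assay detection reagent was dispensed and plates read for luminescence after a 12 min room-temperature wait.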
GLP1R ag: qHTS of GLP-1 Receptor Agonists; HEK293 GLP-1R CRE-luciferase, luminescence, 4-6 h; cells express a hypersensitive GLP-1R form; actives 0.007% (n = 380,000); Potency, µM (top dose mostly 45.6 µM), for inactives: at the highest dose activation, most hits filed as activators; Glucagon-like peptide 1 receptor (Homo sapiens), P43220; AID 624172, 2012; note: % of control where 0% means no effect
Target sequence (P43220 whole entry, looked up): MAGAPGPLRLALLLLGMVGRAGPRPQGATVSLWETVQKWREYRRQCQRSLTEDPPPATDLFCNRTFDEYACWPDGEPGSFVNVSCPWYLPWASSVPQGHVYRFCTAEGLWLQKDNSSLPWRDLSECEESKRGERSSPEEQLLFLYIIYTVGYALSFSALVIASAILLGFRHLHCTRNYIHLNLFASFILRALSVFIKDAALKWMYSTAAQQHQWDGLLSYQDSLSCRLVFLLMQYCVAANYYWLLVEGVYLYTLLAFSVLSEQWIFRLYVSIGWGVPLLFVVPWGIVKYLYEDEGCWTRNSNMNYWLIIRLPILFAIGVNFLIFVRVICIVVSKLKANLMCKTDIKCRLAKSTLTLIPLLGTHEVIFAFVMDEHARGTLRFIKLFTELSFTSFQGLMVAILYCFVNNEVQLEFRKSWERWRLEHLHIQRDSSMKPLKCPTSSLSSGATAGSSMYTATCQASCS
SW480 rereplic: A quantitative high throughput screen for small molecules that induce DNA re-replication in SW480 colon adenocarcinoma cells | SW480 DNA re-replication, Hoechst DNA content imaging, 48 h | Potency, µM (highest dose often 46.1 µM), for the others: at the top dose re-replication activation, actives largely listed as activators | actives 1.8% (n = 340,000) | AID 624297, 2012; note: % of control where 0% means no effect; nearly all actives have a fitted effect of over 55% in size
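Image-based DNA-content assay: after two days of treatment, nuclei were labelled with the DNA dye Hoechst and imaged, and hits were compounds raising the count of nuclei showing high fluorescence intensity.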
HT1080 IDH1KD tx: qHTS for induction of synthetic lethality in tumor cells producing 2HG: qHTS for the HT-1080-IDH1KD cell line. HT-1080 IDH1 knockdown viability, ATP luminescence, 48 h. AID 686971, 2013. actives 2% (n = 360,000). Potency, µM (highest dose often 46.1 µM), inactives show top-dose activity, negative = toxicity, usual class: cytotoxic;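 note: 0% = DMSO wells and -100% = cell-free medium wells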
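CellTiter-Glo luminescence after 48 h compound exposure at 37 degrees C of IDH1-knockdown HT-1080 cells in 5% FBS RPMI. %Activity scaled between DMSO wells and cell-free media wells, with curves fitted and assigned curve classes.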
HT1080NT lethal: qHTS for induction of synthetic lethality in tumor cells producing 2HG: qHTS for the HT-1080-NT fibrosarcoma cell line; HT-1080-NT fibrosarcoma viability, CellTiter-Glo ATP luminescence, 48 h; Potency, µM (series often up to 46.1 µM), for inactives: at the highest dose activity, negative = less viability, actives largely listed as cytotoxic; actives 1.6% (n = 360,000); AID 686970, 2013;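 note: NT is the 2HG producing partner of a matched IDH1 knockdown line; 0% = DMSO-treated cells and -100% = media-only wells without cells; nearly all actives have a fitted effect of over 55% in size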
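Toxicity toward the 2HG-producing NT line was scored as %Activity, normalised to DMSO and no-cell wells, from CellTiter-Glo luminescence after 48 hours' treatment.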
KB-V1 MDR tox: qHTS assay for MDR1-selective chemotherapeutics: Primary screen using the drug-selected MDR subline cells KB-V1; KB-V1 MDR cells viability, CellTiter-Glo, 72 h; Potency, µM (doses to about 46.1 µM), without a hit: at the highest dose activity change, negative = cytotoxicity, actives largely listed as cytotoxic; actives 3.4% (n = 400,000); AID 1347076, 2019; note: % is set by controls: 0 for no effect and ±100 for the full control effect; nearly all actives have a fitted effect of over 60% in size
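Readout: CellTiter-Glo luminescence, 10 min after addition. Cells: KB-V1 MDR subline, 72 h at 37 degrees C with compound. Analysis: corrected, normalized data fitted to concentration-effect curves.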
GLP1R inv ag: qHTS of GLP-1 Receptor Inverse Agonists (Inhibition Mode). actives 1.6% (n = 410,000). Potency, µM (doses to about 38.3 µM), for the others: at the highest dose activity change, negative = inhibition, most hits filed as inhibitors. HEK293 GLP-1R CRE-luciferase, luminescence, 24 h; GLP-1R form is constitutively active. Glucagon-like peptide 1 receptor (Homo sapiens), P43220; note: % is set by controls: 0 for no effect and ±100 for the full control effect; nearly all actives have a fitted effect of over 55% in size
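Stable HEK293 clone (constitutively active GLP-1R + cAMP-response luciferase); 200 cells/uL plated, 12 h pre-culture, compound 24 hr, 37 deg C/5% CO2; detection reagent 12 min RT; luminescence.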
TDP43 rescue: qHTS of TDP-43 Inhibitors; actives 1.8% (n = 410,000); Potency, µM (series often up to 46.1 µM), inactives show top-dose growth rescue (activation), hits mostly activators; TDP-43 expressing yeast growth rescue, BacTiter-Glo, 24 h; AID 652104, 2013; note: % of control where 0% means no effect; nearly all actives have a fitted effect of over 50% in size
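Luminescence from BacTiter-Glo reports growth of TDP-43-expressing yeast after 24 hr at 30 deg C with compound. Cells were raffinose-pregrown to mid-log, then seeded in galactose medium at OD600=0.02.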
KB-3-1 cytotox: qHTS assay for MDR1-selective chemotherapeutics: Primary screen using the parental adenocarcinoma cell KB-3-1 | KB-3-1 viability, CellTiter-Glo ATP luminescence, 72 h | Potency, µM (series often up to 46.1 µM), without a hit: at the highest dose activity change, negative = cytotoxic, hits mostly cytotoxic | actives 1.4% (n = 400,000) | AID 1347075, 2019; note: % is set by controls: 0 for no effect and ±100 for the full control effect; nearly all actives have a fitted effect of over 60% in size
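Cytotoxicity in the drug-sensitive parental line KB-3-1 was scored as loss of CellTiter-Glo luminescence following 72 h incubation with compound. Values come from curve fitting of normalized concentration-response data.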
* marks the source's active call; other numbers are inactive results; u = inconclusive; x = no result given; [ ] = another dose, or the depositor's remark. Calls come from the whole dose curve; as a rule, active = well fitted curve in the direction sought with a large enough effect; inconclusive = small, poorly fitted or top-dose-only effect, or another doubt; inactive = no such curve, though single readings can be large; an effect the other way counts as inactive or inconclusive. Potency is the fitted concentration of half-maximal effect.

SMILES	GLP1R cytotox	GLP1R ag	SW480 rereplic	HT1080 IDH1KD tx	HT1080NT lethal	KB-V1 MDR tox	GLP1R inv ag	TDP43 rescue	KB-3-1 cytotox
Cc1cccc(-n2nc([N+](=O)[O-])c(=NCc3cccnc3)n2O)c1	-18.6%	-1.2%	-4.9%	u	-1.0%	u	18.7%	u	2.1%
COCCNCCCOc1ccc(Cl)cc1Br	-17.6%	-4.2%	29.7%	u	u	-22.7%	u	-13.8%	-2.0%
CCCc1cc(CNC(=O)C2CCC(=O)N(Cc3ccccc3F)C2)on1 (stereo not given)	-9.6%	2.1%	-4.8%	3.6%	-0.6%	2.8%	10.9%	-18.2%	-2.6%
CC(c1ccccc1)N1CC(C(=O)Nc2nccs2)CC1=O (stereo not given)	1.6%	0.7%	-12.1%	0.1%	6.0%	0.8%	-1.0%	-8.7%	4.9%
c1ccc(Oc2cccc(OCCCCSc3ncccn3)c2)cc1	-3.4%	7.9%	-7.2%	17.6%	14.8%	-2.7%	u	18.4%	-1.2%
CCCOc1ccc(-c2c(C(=O)N/N=C/c3ccccc3OCC)nnn2-c2nonc2N)cc1	-6.7%	2.6%	-2.0%	-1.7%	-14.0%	u	8.6%	-8.1%	7.4%
CCOC(=O)C1C(c2ccccc2)C(C(=O)OCC)C1c1ccccc1 (stereo not given)	12.2%	-4.2%	1.6%	-2.6%	4.2%	-0.3%	-0.6%	-10.8%	3.5%
Cc1ccc(COC(=O)c2ccc3c(c2)C(=O)N(CCCN2CCOCC2)C3=O)cc1	3.9%	-1.2%	-24.2%	8.2%	10.0%	0.0%	0.5%	18.0%	-3.8%
O=C(CN1CCN(C2CCCCC2)C(=O)C1=O)Nc1ccc(Cl)cc1	-1.7%	x	x	x	x	-24.2%	10.5%	-2.3%	-3.2%
CC(C)Cc1nnc(NC(=O)c2ccc(-n3cncn3)c([N+](=O)[O-])c2)s1	-2.2%	-5.8%	x	-4.9%	-1.3%	-1.7%	8.1%	15.0%	0.7%
COCCNC(=O)C1CC(c2ccc(F)cc2)=NO1 (stereo not given)	24.4%	-0.2%	1.0%	0.1%	4.8%	-7.6%	5.1%	6.0%	0.0%
Cc1cc(C(=O)OCC(=O)N2CCC(c3ccccc3)=N2)ccc1[N+](=O)[O-]	-9.8%	-2.7%	8.0%	2.6%	2.5%	1.3%	2.0%	-3.2%	2.5%
O=C(NCCc1ccc(C(F)(F)F)cc1)C1COc2ccccc2O1 (stereo not given)	-3.4%	8.2%	-2.8%	-2.2%	21.4%	22.8%	u	u	-0.6%
O=C(Cc1ccccc1)N/N=C/c1cccn1-c1ccc([N+](=O)[O-])cc1	-25.2%	-3.2%	6.3%	-16.6%	-9.5%	-6.2%	u	0.4%	2.1%
O=[N+]([O-])c1ccc2nc(Cl)nc(-c3ccccc3)c2c1	-11.5%	-1.1%	-5.1%	-3.0%	-2.4%	3.2%	13.6%	22.0%	-6.1%
COc1ccc(-c2cc(C(=O)NC3CCCC3)c3ccccc3n2)cc1	-6.1%	18.3%	-15.3%	-0.9%	5.1%	0.0%	10.3%	0.6%	-1.5%
Cc1ccccc1NC(=O)Cc1nc(COC(=O)CCc2ccccc2)cs1	15.1%	0.7%	16.6%	-7.3%	-4.0%	-11.5%	0.4%	u	0.0%
C=CCNC(=S)N1CCN(CCN=Cc2c(C)[nH]n(-c3ccc([N+](=O)[O-])cc3)c2=O)CC1	-10.0%	1.6%	-62.4%[inhibitor]	u	u	-16.6%	3.6%	-6.5%	-4.7%
COc1ccc(Cl)cc1NC(=S)N1CCN(c2ncccn2)CC1	-3.1%	13.3%	-0.1%	3.5%	12.0%	6.9%	-5.4%	2.2%	5.2%
COC(=O)Cc1cc(=O)[nH]c(/N=C(\N)Nc2ccc(C(C)C)cc2)n1	-1.4%	10.9%	-0.8%	-12.7%	0.5%	-5.1%	-13.9%	15.1%	2.4%

3 compounds already listed, ordered by number of heavy atoms, rising.
SMILES	GLP1R cytotox	GLP1R ag	SW480 rereplic	HT1080 IDH1KD tx	HT1080NT lethal	KB-V1 MDR tox	GLP1R inv ag	TDP43 rescue	KB-3-1 cytotox
O=[N+]([O-])c1ccc2nc(Cl)nc(-c3ccccc3)c2c1	-11.5%	-1.1%	-5.1%	-3.0%	-2.4%	3.2%	13.6%	22.0%	-6.1%
COc1ccc(Cl)cc1NC(=S)N1CCN(c2ncccn2)CC1	-3.1%	13.3%	-0.1%	3.5%	12.0%	6.9%	-5.4%	2.2%	5.2%
CCCOc1ccc(-c2c(C(=O)N/N=C/c3ccccc3OCC)nnn2-c2nonc2N)cc1	-6.7%	2.6%	-2.0%	-1.7%	-14.0%	u	8.6%	-8.1%	7.4%

The list continues.
SMILES	GLP1R cytotox	GLP1R ag	SW480 rereplic	HT1080 IDH1KD tx	HT1080NT lethal	KB-V1 MDR tox	GLP1R inv ag	TDP43 rescue	KB-3-1 cytotox
CC(=O)c1ccc(S(=O)(=O)NCCC(=O)N2CCN(c3ccccn3)CC2)cc1	-25.2%	-5.8%	1.4%	0.6%	12.3%	11.3%	-2.1%	13.3%	-0.7%
O=C(NCCc1nc2ccccc2[nH]1)/C(=C/c1ccc2c(c1)OCO2)NC(=O)c1ccc(Cl)cc1Cl	-27.3%	-0.2%	10.1%	u	u	0.0%	u	0.6%	-24.8%
COc1cc(Nc2c3c(nc4ccccc24)CCC3)cc(OC)c1OC	u	7.5%	13µM*	2.06µM*	1.46µM*	3.66µM*	u	8.1%	2.31µM*
CC(Cc1cccs1)NC(=S)Nc1ccccc1 (stereo not given)	u	26.9%	-3.4%	0.4%	11.3%	-4.7%	u	-10.7%[0.397 µM]	0.1%
COc1ccc(NC(=O)Nc2ccc(C)cc2Br)c(OC)c1	2.9%	10.8%	-11.3%	4.8%	-21.4%	11.0%	1.8%	-14.6%	12.5%
O=C(COC(=O)c1ccc(CNS(=O)(=O)c2ccc(F)c(Cl)c2)cc1)NCC1CCCCC1	-11.9%	-4.4%	-8.4%	6.1%	2.8%	20.5%	8.2%	21.3%	5.6%
CCC(C)NC(=O)Cn1c(=O)n(Cc2ccc(C(=O)NCc3ccc(C)cc3)cc2)c(=O)c2ccccc21 (stereo not given)	5.7%	-1.2%	x	x	x	0.0%	17.9%	21.3%	10.0%
Cn1c(=O)c2c(ncn2CCCc2ccccc2)n(C)c1=O	-9.6%	5.4%	-8.7%	0.0%	-1.2%	14.6µM*	11.8%	27.6%	u
CCCCCn1nc(C)c2c(C)cc(=O)[nH]c21	5.2%	1.6%	-2.2%	-12.9%[9.24 µM]	-2.6%	u	18.6%	14.4%	2.3%
O=C(Cc1ccc(Cl)cc1)NNC(=O)C(=O)NC1CCCCC1	-12.5%	6.1%	10.1%	-10.7%	0.9%	0.0%	21.5%	-14.0%	44.8%
CCOc1ccc(NC(=O)Nc2nnc(CC(=O)NCc3ccccc3)s2)cc1	0.6%	3.9%	-6.1%	1.2%	0.9%	0.3%	16.2%	-17.1%[0.397 µM]	-3.0%
COc1cc2c(cc1NC(=O)c1ccc3c(c1)OCO3)oc1ccccc12	-5.8%	-1.4%	-0.2%	2.1%	10.2%	5.5%	-18.6%	-12.2%	-4.7%
CC(=O)Oc1cc(OC(C)=O)c2c(=O)c(-c3ccc4c(c3)OCCCO4)c(C)oc2c1	u	2.6%	4.3%	-1.9%	6.6%	-8.3%	8.4%	2.4%	-28.7%
Cc1ccc(NC(=O)NCC2CCN(Cc3cc(C)ccc3Cl)CC2)c(C)c1	-1.9%	-4.9%	23.9%	-3.0%	-3.6%	-55.6%	u	-27.6%	u
CCCc1cc(=O)[nH]c(SCC(=O)Nc2cccc3ccccc23)n1	4.9%	7.3%	-11.5%	-12.4%	-0.8%	4.1%	2.2%	-7.1%	5.7%
CCN(CC)CCN1C(=O)c2oc3ccccc3c(=O)c2C1c1ccccc1 (stereo not given)	6.2%	-10.6%	u	2.2%	3.2%	-3.4%	0.5%	0.3%	9.2%
CCCn1nnc(NC(=O)c2cccc(OCC(C)C)c2)n1	-1.4%	6.3%	-3.9%[9.22 µM]	-0.1%	u	0.0%	u	2.5%	12.9%
CCN(C(=O)Cn1nc(C)c([N+](=O)[O-])c1C)C1CCS(=O)(=O)C1 (stereo not given)	-29.2%	0.0%	-76.1%[inhibitor]	10.2%	22.9%	24.0%	-31.4%	-22.5%	-4.2%
Cc1ccc(S(=O)(=O)N2CCCCC2)cc1NC(=O)C1=NN(c2ccccc2)C(=O)CC1	6.0%	4.2%	2.9%	-28.6%	-21.6%	-0.5%	-26.7%	-6.9%	4.5%
CC1=C(C(=O)Nc2ccc(F)cc2)C(c2ccc(C)o2)C2=C(CC(C)(C)CC2=O)N1 (stereo not given)	-15.4%	-4.2%	-5.0%	1.8%	0.5%	-9.0%	u	13.4%	-4.6%

Copied from the list:
Under HT1080NT lethal, CC(=O)c1ccc(S(=O)(=O)NCCC(=O)N2CCN(c3ccccn3)CC2)cc1 shows 12.3%
Under KB-V1 MDR tox, O=C(NCCc1nc2ccccc2[nH]1)/C(=C/c1ccc2c(c1)OCO2)NC(=O)c1ccc(Cl)cc1Cl shows 0.0%

Records listed above marked active in SW480 rereplic:
| Compound | GLP1R ag | SW480 rereplic | GLP1R inv ag |
| --- | --- | --- | --- |
| COc1cc(Nc2c3c(nc4ccccc24)CCC3)cc(OC)c1OC | 7.5% | 13µM* | u |
